FLuc stim CS – FLuc activators, initial screening, artefact control for FLuc-dependent activation tests, biochemical, ATPlite luminescence; ATPlite luciferase biochemical, 10 min; 0 = ATP-free wells, 1 = DMSO control; activation factor at 10 µM; 200,000 tested, under 10 active; AID 1027, 2008;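 active = luciferase activation factor, scaled between plate controls, of at least 2 with compound at 10 µM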
Target sequence (P08659 whole entry, looked up): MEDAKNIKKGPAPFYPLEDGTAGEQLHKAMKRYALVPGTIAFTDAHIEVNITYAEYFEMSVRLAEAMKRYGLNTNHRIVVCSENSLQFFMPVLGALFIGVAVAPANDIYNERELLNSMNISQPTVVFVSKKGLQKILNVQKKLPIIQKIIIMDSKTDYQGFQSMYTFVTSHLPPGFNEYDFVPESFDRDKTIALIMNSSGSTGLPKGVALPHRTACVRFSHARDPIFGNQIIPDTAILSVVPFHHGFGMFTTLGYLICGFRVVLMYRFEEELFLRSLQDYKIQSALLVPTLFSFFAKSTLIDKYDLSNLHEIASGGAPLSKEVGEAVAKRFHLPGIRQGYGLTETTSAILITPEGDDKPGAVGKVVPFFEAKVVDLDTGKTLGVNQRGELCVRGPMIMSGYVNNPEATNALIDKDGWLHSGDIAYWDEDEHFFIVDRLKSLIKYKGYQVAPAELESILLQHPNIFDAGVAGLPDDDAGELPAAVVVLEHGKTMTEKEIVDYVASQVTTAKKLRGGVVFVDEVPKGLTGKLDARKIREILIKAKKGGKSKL
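Assay system – cell-free luciferase reagent · Medium – PBS-based ATP solution · Dosing – test compounds dosed from 2 mM stocks in 100% DMSO · Timing – 10 min, room temperature · Technique – light output (luminescence) · Measure – luminescence gain marking luciferase activators · Controls – No-ATP low control, compound-free enzyme-plus-ATP high control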
NF-kB expr up – activators of NF-kB expression in neurons, primary screen, cell-based, HTS | human neuronal cells, NF-kB reporter expression; active compounds read high | fold change at 12.5 µM | 190,000 tested, 1.6% active; in the data active = fold change above about 3.3
APP 5'UTR act – activators of APP 5'UTR luciferase reporter, primary screen, SH-SY5Y cells; SH-SY5Y APP 5'UTR luciferase reporter, luminescence; zero percent = DMSO vehicle wells; activation, % at 2 µM; 190,000 tested, 1% active; AID 1276, 2008;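 active = activation above a set limit, based on mean plus 3 SD of controls, cut at about 140% in these data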; note: values of inactives mirror those of a sister screen read the other way
bIAP act – bovine intestinal alkaline phosphatase activators, primary screen, biochemical, bovine IAP, CDP-star luminescence | alkaline phosphatase, intestinal [Bos taurus] | AID 1016, 2008 | purified bovine IAP, 30 min; active compounds read high; fold of DMSO-control signal, blank-subtracted | 200,000 tested, 0.17% active | activation factor at 20 µM;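 active = activation factor of 2 or more at 20 µM, a signal rise over negative controls twice the positive control's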
TNAP inh no acc – human TNAP enzyme inhibitors, primary screen, biochemical, luminescent, no phosphate acceptor, uHTS; Alkaline phosphatase, tissue-nonspecific isozyme (Homo sapiens), P05186; purified TNAP, CDP-star luminescence, 30 min; inhibition, % at 20 µM; 200,000 tested, 0.26% active; AID 1012, 2008;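 active = tissue-nonspecific alkaline phosphatase inhibition above about 50% at 20 µM in the single-dose screen, limit read from the data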;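 note: 0% = DMSO negative control and 100% = EDTA positive control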
PMI activator – activators of human PMI, primary screen, biochemical, fluorescence intensity, near-Km mannose 6-phosphate; purified human PMI, coupled resazurin fluorescence, 20 min; active compounds read high; 1 = vehicle control, 0 substrate-free wells; activation factor at 20 µM; AID 1214, 2008; 190,000 tested, 0.005% active;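 active = activation factor of 2 or more at 20 µM, relative to plate controls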
Target sequence (P34949 whole entry, looked up): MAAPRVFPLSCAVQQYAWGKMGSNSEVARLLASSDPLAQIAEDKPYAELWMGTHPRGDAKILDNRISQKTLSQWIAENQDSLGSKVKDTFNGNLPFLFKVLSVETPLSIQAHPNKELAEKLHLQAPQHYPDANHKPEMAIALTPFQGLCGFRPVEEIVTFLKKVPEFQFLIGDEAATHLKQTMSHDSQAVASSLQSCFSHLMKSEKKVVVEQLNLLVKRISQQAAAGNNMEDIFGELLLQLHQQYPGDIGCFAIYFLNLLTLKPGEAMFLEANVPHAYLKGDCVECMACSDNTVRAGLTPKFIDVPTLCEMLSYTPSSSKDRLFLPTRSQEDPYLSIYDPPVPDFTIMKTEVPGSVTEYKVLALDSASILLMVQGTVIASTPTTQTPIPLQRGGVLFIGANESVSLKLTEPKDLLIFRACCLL
PMI act hi M6P – human PMI activators, high substrate, primary screen, biochemical, fluorescence intensity, near-saturating mannose 6-phosphate | AID 1216, 2008 | 190,000 tested, 0.34% active | Mannose-6-phosphate isomerase (Homo sapiens), P34949 | activation factor at 20 µM | coupled PMI enzyme assay, resazurin fluorescence, 20 min; active compounds read high; 1 = untreated enzyme, 0 = substrate-free blank;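 active = activation factor of 2 or more at 20 µM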
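Material: human phosphomannose isomerase with PGI, G6PDH, diaphorase coupling enzymes. Quantity: 15 ng/mL PMI. Medium: HEPES pH 7.4 buffer with MgCl2 and Tween-20. Reagent: Near-saturating mannose-6-phosphate, 1.0 mM. Compound: 20 µM single dose. Times: enzyme reaction with compound 20 min at room temperature. Detection: resorufin fluorescence at Ex 544/Em 590 nm.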
TNAP act hiacc – TNAP activators at high phosphate acceptor level, primary screen, biochemical, luminescence, uHTS; 200,000 tested, under 10 active; activation factor at 20 µM; Alkaline phosphatase, tissue-nonspecific isozyme (Homo sapiens), P05186; purified TNAP, CDP-star luminescence, 1 M DEA, 30 min; active compounds read high; 0 = EDTA background, 1 = DMSO-only activity; AID 1136, 2008;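 active = activation factor at least 2 at 20 µM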
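Test system – human TNAP · Doses – 20 µM single point · Incubation – 30 min, room temperature · Signal – luminescent substrate turnover signal · Read-out basis – activation factor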
TNAP inh hiacc – human TNAP enzyme inhibitors, primary screen, biochemical, luminescent, high phosphate acceptor level, uHTS. purified TNAP, CDP-star luminescence, 1 M DEA. inhibition, % at 20 µM. 200,000 tested, 0.03% active;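 active = over 50% inhibition of tissue-nonspecific alkaline phosphatase at 20 µM in the single-dose screen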;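 note: plate controls were DMSO wells for no effect and EDTA-quenched wells as full inhibition for full effect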
FLuc inhib CS – firefly luciferase enzyme inhibitors, primary screen, artefact control for luciferase-based inhibitor screens, biochemical, luminescence, ATPLite. 10 min. 200,000 tested, 1.5% active. inhibition, % at 10 µM. AID 1006, 2008. Luciferin 4-monooxygenase (Photinus pyralis), P08659;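 active = inhibition above about 50% when tested at 10 µM, limit read from the data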
Active calls of the source: *; . = no result given. Hits appear at their usual frequency; 3.6% or so of the library scored in one or more.

SMILES	FLuc stim CS	NF-kB expr up	APP 5'UTR act	bIAP act	TNAP inh no acc	PMI activator	PMI act hi M6P	TNAP act hiacc	TNAP inh hiacc	FLuc inhib CS
COc1ccc(/C=C/C(=O)c2ccccc2O)cc1CN1CCOCC1	1.1	0.67	8	1.1	-12	1	1	1.1	-6	-7
COc1ccc(C2C3=C(CC(C)(C)CC3=O)Nc3c2c(=O)[nH]c(=O)n3Cc2ccccc2)cc1OC (stereo not drawn)	1	0.85	17	1.1	-68	0.9	1.1	1.2	-15	-4
Cc1ccc(-n2c(Cc3ccccc3)n[nH]c2=S)cc1	0.9	1.1	-6	1.1	-1	1	1	1	1	7
CCCCNC(=O)CCc1nc2cccnc2n1Cc1ccc(OC)cc1	1	0.81	20	1	-9	0.9	1	1.1	-6	-3
CCn1c(Sc2ccc([N+](=O)[O-])cn2)nnc1-c1ccco1	1.1	2.8	36	0.9	-10	1.1	1	1	-3	-6
COc1cc2ccccc2cc1C(=O)NC(=S)Nc1nnn(C)n1	1.1	1.4	10	1	-10	1.1	1.1	1	2	-6
CC(C)OC(=O)CC12CN(C)CC(CC(=O)OC(C)C)(CN(C)C1)C2=O	1	1	33	1	-4	1	1	1	1	-3
Cc1ccc2nc(NC(=O)c3cc(-c4ccco4)nc4ccccc34)sc2c1	1	1.1	-4	0.9	-1	0.8	0.9	1	0	0
Cc1cc(-c2csc(N)n2)c(C)n1CCc1ccccc1	1.1	0.91	-4	0.9	-3	1.7	2*	1	0	-10
O=c1cc(O)c2ccccc2n1Cc1ccccc1F	1	1.3	11	0.9	-11	1	0.9	1	-4	-1
O=C(Cc1cccs1)Nc1nc(-c2ccc(F)cc2F)cs1	1	0.93	33	0.7	-12	1.1	1	1	1	3
Cc1ccc(NC(=O)c2ccc(OC(F)(F)F)cc2)cc1S(=O)(=O)N(C)C	1.1	0.9	-2	0.9	1	0.8	0.9	1	-3	-11
O=C(CN(c1ccc(F)cc1)S(=O)(=O)c1ccc2c(c1)OCCO2)Nc1cccnc1	0.9	0.82	4	1.2	-5	0.8	0.9	1	-2	6
CCOC(=O)c1sc(NCCNc2nc(C)c(C(=O)OCC)s2)nc1C	1	.	.	0.9	-12	1	1	1	-1	-4
COc1ccc(OC)c(NC(=O)CN(c2ccc(C(C)C)cc2)S(=O)(=O)c2c(C)noc2C)c1	1.1	0.75	5	1	-4	0.8	0.7	1	-4	-7
COc1ccc(C(=O)N2CCN(c3cnn(-c4ccccc4)c(=O)c3Cl)CC2)cc1	1	1.1	-7	1	-11	1.1	1.1	1	0	-1
COc1ccc(NC(=O)CSc2nnc(-c3ccccn3)n2N)c(OC)c1	1	0.78	-3	1.1	-5	1	1	1	-3	-2
CC(=O)c1ccc(OC(C)C)c(CSC(=N)N)c1	1.1	1.2	-7	0.8	14	1.1	1	1	4	-7
Cn1cccc1C1Nc2ccccc2NC2=C1C(=O)CC(C)(C)C2 (stereo not drawn)	1	0.83	139*	0.9	-11	1.1	1.3	1.1	-6	-5
Clc1cccc(Oc2cnns2)c1Cl	1	1	-24	0.9	-3	0.9	0.9	1	-2	-1
CS(=O)(=O)N1CCCC(C(=O)NCCCN2CCOCC2)C1 (stereo not drawn)	1.1	1.8	9	0.9	-5	1.1	1.1	1.1	-9	-8
CCOC(=O)Cn1nnnc1CN(CCc1ccccc1)Cc1cc2cc(CC)ccc2[nH]c1=O	1.1	0.64	9	1	2	0.9	1	1.1	-6	-6
Cc1ccc(S(=O)(=O)c2ccccc2)cc1S(=O)(=O)N1CCOCC1	1.1	1.2	5	0.6	-8	1	1	1.1	-5	-8
O=C1CC(N2CCN(c3cccc(C(F)(F)F)c3)CC2)C(=O)N1c1ccccc1 (stereo not drawn)	1.1	0.96	-2	1	-13	0.9	1	1	-2	-6
Cc1cc(Nc2ccc(Cl)cc2)nc(NCc2ccccc2)n1	1.1	0.71	-14	1	-15	0.9	0.9	1.1	-7	-8

Record cards, from the list above. Screens in order: FLuc stim CS	NF-kB expr up	APP 5'UTR act	bIAP act	TNAP inh no acc	PMI activator	PMI act hi M6P	TNAP act hiacc	TNAP inh hiacc	FLuc inhib CS
O=C(CN(c1ccc(F)cc1)S(=O)(=O)c1ccc2c(c1)OCCO2)Nc1cccnc1 is entered as 0.9	0.82	4	1.2	-5	0.8	0.9	1	-2	6
Cc1ccc(NC(=O)c2ccc(OC(F)(F)F)cc2)cc1S(=O)(=O)N(C)C is entered as 1.1	0.9	-2	0.9	1	0.8	0.9	1	-3	-11
CS(=O)(=O)N1CCCC(C(=O)NCCCN2CCOCC2)C1 (stereo not drawn) is entered as 1.1	1.8	9	0.9	-5	1.1	1.1	1.1	-9	-8

Continued:
SMILES	FLuc stim CS	NF-kB expr up	APP 5'UTR act	bIAP act	TNAP inh no acc	PMI activator	PMI act hi M6P	TNAP act hiacc	TNAP inh hiacc	FLuc inhib CS
Cc1ccc(C)c(OCCCNC2CCCC2)c1C	1	1.2	16	0.9	-8	1	1	1	-2	-3
CCCCN(CCCC)S(=O)(=O)c1ccc2oc(C(=O)N3CCOCC3)c(C)c2c1	1	0.85	5	1	-2	0.9	0.9	1	-2	-2
CCOC(=O)N1CCN(c2nc(SC)nc3sc4c(c23)CC(C)(C)OC4)CC1	1.1	.	.	1.1	-3	0.8	0.9	1	-3	-7
CC1(C)CC2CC(C)(CN2C(=O)COC(=O)Cn2[nH]c(=O)c3ccccc3c2=O)C1 (stereo not drawn)	1.1	0.92	0	1	15	1	0.9	1	-3	-6
Cn1cccc1C(=O)N1CCN(c2cccc(C(F)(F)F)c2)CC1	1.1	0.86	0	1.2	-5	0.8	0.9	1	0	-8
CCOC(=O)C(NC(=O)Nc1ccc(O)cc1)(c1ccccc1)C(F)(F)F (stereo not drawn)	1	1.2	0	1.3	-1	0.9	0.5	1	-1	-5
O=C(N/N=C/c1ccc[nH]1)c1cccc([N+](=O)[O-])c1	1	1.6	0	1	-12	1	0.8	1	-2	-4
COCCSc1ccccc1C(=O)Nc1nnc(C)s1	1	1	.	1	-12	0.9	0.9	1.1	-6	-4
C[N+](C)(C)C/C=C1/COCO1	1	1.1	0	0.9	-10	0.7	0.8	1	-3	-4
Cc1ccc(NC(=S)N2CCCC2)cc1	0.8	1.8	65	1.1	-1	1.1	1	1.1	-5	21
O=C(CN1CCN(S(=O)(=O)c2ccccc2)CC1)Nc1ccc(Cl)c(Cl)c1	1	0.69	-4	1.1	-13	0.9	0.9	1.1	-12	-5
c1ccc(OCc2nn3c(-c4ccccn4)nnc3s2)cc1	1	1.4	18	0.9	-4	0.9	0.9	1	-1	2
CCOCCn1c(SCCc2ccccc2)nc2c1c(=O)[nH]c(=O)n2C	1	0.89	11	0.8	-8	0.9	0.9	1.1	-6	2
Cc1cc(=O)[nH]c(N2CCN(C(c3ccccc3)c3ccccc3)CC2)n1	1	1.1	1	1	-7	0.9	0.9	1	-5	0
O=C(Nc1nncs1)C1(c2ccccc2)CCCC1	1	0.87	-8	0.9	-10	0.9	0.9	1	-2	-4
Cc1ccc(Sc2sc(=O)n(C)c2S(=O)(=O)c2ccc(C)cc2)cc1	1.1	1	16	1.2	-10	1	1	1	-2	-8
COc1ccc(-n2cc(-c3ccccc3)c3c(N4CC(C)OC(C)C4)ncnc32)cc1 (stereo not drawn)	1.1	0.41	12	1.1	-15	0.9	1	1.1	-7	-6
O=C(c1ccc([N+](=O)[O-])cc1)N1CCN(Cc2ccccc2[N+](=O)[O-])CC1	1	1.1	13	1.2	-2	1	0.9	1	2	-4
CCOC(=O)Cn1nnc(-c2ccc(S(C)(=O)=O)cc2)n1	1	0.98	-11	0.9	-12	1	1	1.1	-5	3
CC(C)N1CCc2c(sc(NC(=O)c3ccc(S(=O)(=O)N4CCOCC4)cc3)c2C#N)C1	1	0.96	-17	1	3	0.8	0.8	0.9	14	0
O=C(CN1C(=O)c2ccccc2S1(=O)=O)Nc1ccc(S(=O)(=O)N2CCCC2)cc1	1	1.1	1	1	-8	0.8	0.9	1	-2	1
O=C(Cn1cnc2c(nnn2Cc2ccc(Cl)cc2)c1=O)c1ccccc1	1	1	3	1.1	-7	1	1	1	-2	-4
Cc1nc(Nc2ccc(Cl)cc2Cl)sc1C(=O)Nc1ccccc1	1	0.98	-1	0.9	-10	0.9	1	1	-1	3
COc1ccccc1NC(=O)CC1S/C(=N/N=C2\CCCc3ccccc32)NC1=O (stereo not drawn)	1.1	.	-12	1	-8	0.9	0.9	1	-4	-8
CCn1c(=O)cc(OCC(=O)NCc2cccs2)c2ccccc21	1.1	1.2	16	0.9	-13	1	1	1.1	-7	-9

Records above shown as hits in APP 5'UTR act.
SMILES	FLuc stim CS	NF-kB expr up	APP 5'UTR act	bIAP act	TNAP inh no acc	PMI activator	PMI act hi M6P	TNAP act hiacc	TNAP inh hiacc	FLuc inhib CS
Cn1cccc1C1Nc2ccccc2NC2=C1C(=O)CC(C)(C)C2 (stereo not drawn)	1	0.83	139*	0.9	-11	1.1	1.3	1.1	-6	-5

(next part)
SMILES	FLuc stim CS	NF-kB expr up	APP 5'UTR act	bIAP act	TNAP inh no acc	PMI activator	PMI act hi M6P	TNAP act hiacc	TNAP inh hiacc	FLuc inhib CS
COc1ccc(CCNC(=O)c2cc3sccc3n2C)cc1OC	1	0.62	-7	1	-19	0.9	0.9	1.1	-9	-4
CCOc1ccc2nc(SC(CC)C(=O)Nc3cc(C)on3)sc2c1 (stereo not drawn)	1	0.94	2	1	-10	0.9	0.9	1	-3	-4
NS(=O)(=O)c1ccc(NC(=S)NC2CCCC2)cc1	1	1.1	5	1	3	1	1	1	0	0
Cc1cccc2cc(CN(CC3CCCO3)C(=O)c3cnccn3)c(=O)[nH]c12 (stereo not drawn)	1	1.1	-12	0.9	-11	0.9	0.9	1	-1	1
COC(=O)C(O)(CC(=O)c1ccc(OC)cc1)C(F)(F)F (stereo not drawn)	1	1.2	6	0.9	-11	0.9	0.9	1	-3	-5
Cc1cc(C)c2cc(CN(CCCN(C)C)C(=S)NCc3ccccc3)c(=O)[nH]c2c1	1.1	0.58	5	1	0	1	1	1	-2	-6
CC(C)(C)c1ccc(OCc2ccc(C(=O)NCc3cccnc3)o2)cc1	1	1.4	86	1.2	-12	1	1	1	-5	0
C/C=C/c1ccc(OC)c(OC(C)=O)c1	1	2	-22	1	-12	1	0.9	1.1	-6	0
O=C(Cc1cccs1)NNC(=O)C12CC3CC(CC(C3)C1)C2	1	0.91	20	1.3	-72	1.2	1.1	1	-3	2
CCc1[nH]c(=O)c(C#N)c2c1CSC(C)(C)C2	1.1	1	5	0.8	-6	1.1	1.1	1	0	-6

Screening data deposited in PubChem BioAssay by several laboratories.
